# From PubChem
# Rad51 HR inh: human RAD51 strand exchange inhibitors, primary screen, biochemical, fluorescence | hRad51 DNA strand exchange, fluorescence dequenching | inhibition, % at 10 µM | DNA repair protein RAD51 homolog 1 (Homo sapiens), Q06609 | 200,000 tested, 0.085% active;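 active means inhibition above 40% at the single screening dose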;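 further: 0% = DMSO control wells and 100% = blanks with heterologous ssDNA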
# Target sequence (Q06609 whole entry, looked up): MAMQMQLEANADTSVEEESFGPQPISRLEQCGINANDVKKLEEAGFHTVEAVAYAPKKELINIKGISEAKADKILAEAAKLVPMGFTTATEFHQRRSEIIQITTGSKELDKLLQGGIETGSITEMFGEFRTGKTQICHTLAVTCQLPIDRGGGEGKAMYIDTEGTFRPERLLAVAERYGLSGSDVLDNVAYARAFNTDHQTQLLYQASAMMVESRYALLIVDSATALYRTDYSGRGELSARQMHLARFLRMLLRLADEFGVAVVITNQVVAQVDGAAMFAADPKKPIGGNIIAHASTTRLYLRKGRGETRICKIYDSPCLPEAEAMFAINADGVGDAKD
#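 Assay system: Human Rad51 nucleoprotein filaments preassembled on unlabelled ssDNA | Reagent: Donor/quencher-labelled 47-bp dsDNA substrate | Doses: One concentration, 10 µM final | Times: 37 °C 15-min filament assembly, 30-min compound preincubation, 15-min exchange | Technique: Fluorescein emission 520 nm, excitation 485 nm | Benchmarks: Plate control and blank wells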
# hK5 inh: human KLK5 protease inhibitors, primary screen, biochemical, 1536-well; Kallikrein-5 (Homo sapiens), Q9Y337; recombinant hK5, fluorogenic AMC substrate cleavage; inhibition, % at 5 µM; 210,000 tested, 0.59% active; AID 873, 2007;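 active means inhibition of 40% or more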;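 further: 0% = enzyme controls without compound and 100% = no-enzyme blanks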
# FXIa inh 1536: human FXIa protease inhibitors, primary screen, biochemical, 1536-well | Coagulation factor XI (Homo sapiens), P03951 | purified FXIa, Boc-Glu-Ala-Arg-AMC fluorogenic substrate | inhibition, % at 5 µM | 220,000 tested, 0.14% active | AID 798, 2007;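 active means inhibition of at least 40%; inactive means inhibition below 40%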;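 further: fluorescence of freed AMC excited at 355 nm; 0% = enzyme without compound and 100% = no enzyme blank; many of its hits are not listed in these tables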
# Target sequence (P03951 19-387 limits assumed): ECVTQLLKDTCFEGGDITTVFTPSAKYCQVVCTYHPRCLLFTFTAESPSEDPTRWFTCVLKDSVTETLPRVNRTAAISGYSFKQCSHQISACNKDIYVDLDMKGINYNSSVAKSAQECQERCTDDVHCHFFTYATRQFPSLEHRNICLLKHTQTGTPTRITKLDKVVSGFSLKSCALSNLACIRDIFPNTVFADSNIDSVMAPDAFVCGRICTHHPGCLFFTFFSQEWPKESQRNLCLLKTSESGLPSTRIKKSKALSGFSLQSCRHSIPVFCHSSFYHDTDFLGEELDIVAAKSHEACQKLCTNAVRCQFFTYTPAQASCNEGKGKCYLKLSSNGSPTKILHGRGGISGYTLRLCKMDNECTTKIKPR
# Target sequence (P03951 388-625 limits assumed): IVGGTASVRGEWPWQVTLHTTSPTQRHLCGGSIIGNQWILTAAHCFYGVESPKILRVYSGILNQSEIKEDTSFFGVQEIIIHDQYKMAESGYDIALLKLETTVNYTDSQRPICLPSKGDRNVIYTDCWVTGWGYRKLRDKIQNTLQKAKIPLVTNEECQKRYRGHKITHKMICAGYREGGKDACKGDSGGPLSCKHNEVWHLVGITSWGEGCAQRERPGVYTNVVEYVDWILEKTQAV
# thrombin 1536: human alpha-thrombin inhibitors, primary screen, counter-screen for coagulation protease inhibitor project, biochemical, 1536-well, fluorogenic AMC substrate | Prothrombin (Homo sapiens), P00734 | Boc-VPR-AMC fluorogenic substrate cleavage | inhibition, % at 5 µM | 220,000 tested, 0.26% active;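 active means inhibition at or above 40%; inactive means inhibition below 40%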;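 further: 0% = enzyme with no compound and 100% = wells without enzyme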
#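 Material: human alpha-thrombin protein; Also added: Boc-VPR-AMC substrate, 15 µM final; Timing: enzyme reaction carried out at room temperature; Signal: fluorescence, ex 355 nm, em 460 nm; Measure: % inhibition of thrombin; Controls: enzyme without compound as high, wells lacking enzyme as low.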
# Cl transport mod: KCC2 cotransporter modulators, thallium flux, primary screen, cell-based, HEK293 KCC2, FluoZin-2 fluorescence, MLSMR | B-score of Tl+ flux slope (higher = more flux/activation; lower = inhibition) at 10 µM | KCC2 cells, thallium flux FluoZin-2 fluorescence | AID 1456, 2008 | Solute carrier family 12 member 5 (Homo sapiens), Q9H2X9 | 190,000 tested, 2.2% active;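 active means thallium flux slope and its plate-corrected score both differing from the plate sample mean at a set confidence after two filtering rounds, in either direction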;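 further: slope of fluorescence scaled to starting intensity during 10 to 20 s after thallium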
# FXIIa inh: human FXIIa protease inhibitors, primary screen, biochemical, 1536-well; Coagulation factor XII (Homo sapiens), P00748; purified FXIIa, Boc-QGR-AMC fluorogenic substrate, 2 h; inhibition, % at 5 µM; 220,000 tested, 0.3% active; in the data active means inhibition above about 40%;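 further: 0% = enzyme with no compound and 100% = blank without enzyme; many of its hits are not listed in these tables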
# Furin inhibitor: human furin inhibitors, primary screen, biochemical, fluorescence intensity | P09958 | purified furin, fluorogenic substrate cleavage | inhibition, % at 30 µM | 220,000 tested, 0.061% active | AID 463115, 2010; in the data active means inhibition above about 25%; further: inactives centre near -15
# m-calpain inh: inhibitors of pig calpain II, primary screen, biochemical, fluorogenic peptide substrate, 1536-well. purified calpain II, 30 min. inhibition, % at 16 µM. 220,000 tested, 0.37% active. AID 1236, 2008;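 active means inhibition above about 50%, limit read from the data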
# PERK inh: block of dimerizer-induced PERK translation repression, primary screen, PERK inhibitor project, CHO PERK-DD cells, SEAP luminescence, HTS | CHO PERK-DD fusion, SEAP luminescence translation reporter | inhibition, % at 5.6 µM | Eukaryotic translation initiation factor 2-alpha kinase 3 (Homo sapiens), Q9NZJ5 | 220,000 tested, 0.17% active;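 active means inhibition above the mean inhibition of all tested compounds plus 3 SD, set separately per screening campaign, cut at about 2.9% in these data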;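 further: PERK kinase domain activated by AP20187 dimerizer at 100 nM; 0% = DMSO with dimerizer and 100% = rapamycin at 8.4 µM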
# Active calls of the source: *; · = not tested or not shown; [ ] = another dose, or the depositor's remark. These rows are one share of the data; the hit share may differ from the screen's.
# Order of values – PERK inh	Furin inhibitor	Cl transport mod	hK5 inh	Rad51 HR inh	FXIIa inh	FXIa inh 1536	m-calpain inh	thrombin 1536
CC1(C)CC(NC(=O)C23CCC(C)(C2Br)C3(C)C)CC(C)(C)N1 (stereo not drawn)
→ -0.1	-25	0.71	-8	8	4	0	18	-8
Cc1csc2nc(NC(=O)c3ccccc3)sc(=O)c12
→ 0.0	-29	0.52	-2	19	6	-1	-28	-2
Cc1ncsc1CCOC(=O)C1C2CC3CC(C2)CC1C3 (stereo not drawn)
→ 0.2	-4	1.2	-12	0	2	-1	48	-7
C/C=C\C=C\C(=O)Nc1cccc(C2=NOC3(C2)C[C@H](C(N)=O)N(C(=O)c2ccccc2C(=O)c2ccccc2)C3)c1 (stereo partly drawn)
→ ·	-9	-1.5	6	-9	10	8	-51	6
NC(=O)c1ccccc1Br
→ 1.6	-26	-0.4	-5	-14	2	-5	-29	-7
CCN(CC)CCCOC(=O)C1(c2ccccc2)CCCC1
→ -0.9	-25[20 µM]	0.1	-2	0	6	-3	-2	-6
Fc1ccc(CSc2nncn2NCc2ccc3c(c2)OCO3)cc1
→ 0.6	-7[20 µM]	-0.06	1	·	7	2	-9	-4
Cc1ccc(/C=C/C(=O)Nc2cc(S(N)(=O)=O)ccc2O)cc1
→ 0.7	-18	0.019	-5	0	3	-4	22	-7
Cc1ccc([N+](=O)[O-])c(C(=O)N/N=C/c2cccs2)c1
→ -1.3	0	4.5*	-1	28	7	0	0	-2
O=C(NCc1ccon1)c1ccc(OC2CCN(CCc3ccccc3)CC2)cc1
→ 0.8	-14	-0.44	1	15	5	0	-6	-10
CN(C)CCOC(c1ccc(Cl)cc1)c1ccccn1 (stereo not drawn)
→ 1.5	-34	0.22	8	35	9	1	-18	-10
CN(CC(=O)NCCc1ccccc1)S(=O)(=O)c1cnc[nH]1
→ 0.6	-7	0.33	-20	3	3	-1	-15	-9
O=C(CCC(=O)N1CCOCC1)Nc1nnc(C2CCCCC2)s1
→ 0.0	-25[20 µM]	·	-1	2	17	6	18	2
Cc1ccc(S(=O)(=O)NCCN=C(CN2CCCC2)NS(=O)(=O)c2ccc(C)cc2)cc1
→ 0.1	-23	-1	-3	-5	5	-3	11	6
CC(=O)[C@@H]1[C@@H]2C(=O)N(Cc3ccccc3)C(=O)[C@@H]2C2c3ccccc3C=CN21 (stereo partly drawn)
→ -0.9	-20	·	-2	-7	5	-4	-62	-4
Cn1/c(=N/N=C/c2ccc(N3CCOCC3)cc2)sc2ccccc21
→ 1.6	-32	0.1	4	3	7	0	-14	1
O=S(=O)(Nc1ccncc1)c1ccc(Cl)cc1
→ 1.4	-11[20 µM]	-0.056	-28	1	-8	-5	13	-6
CCS(=O)CC(=O)Nc1c(-c2ccccc2)oc2ccccc2c1=O (stereo not drawn)
→ 1.3	-23	0.63	2	0	11	1	-9	1
C=CCNC(=S)Nc1ccccc1
→ 0.8	-22[20 µM]	·	-34	-4	6	-6	-1	2
Cc1cc(C)c(NC(=O)C2CSCCS2)c(C)c1 (stereo not drawn)
→ 2.8	19[20 µM]	-0.6	-22	4	16	8	-8	-5
O=C(c1ccccc1)C(C(=O)N1CCCCC1)n1ccccc1=O (stereo not drawn)
→ 0.2	-11	0.023	-2	-2	2	-5	25	3
Cc1nn(C)c(C)c1S(=O)(=O)N1CCCC(C(=O)NC2CCCCCC2)C1 (stereo not drawn)
→ 0.4	-16	0.58	-5	5	13	5	-4	-1
Brc1cc2c(cc1COc1ccc(-c3nn[nH]n3)cc1)OCO2
→ 2.0	-2[20 µM]	-3.5	13	9	-1	2	-9	-5
O=C(O)c1ccc(/C=C2\SC(=Nc3ccccc3)N(c3ccccc3)C2=O)cc1
→ -0.4	-26	-1.5	0	2	9	4	7	6
CCOC(=O)/C=C1\NC(=O)C(C)S1 (stereo not drawn)
→ 1.1	-22[20 µM]	·	0	7	10	1	-14	-3
CC(=O)Nc1cccc(OCC(=O)NS(=O)(=O)c2ccc(C)cc2)c1
→ 0.4	4[20 µM]	0.015	-8	-4	14	3	2	1
Cc1ccc2c(c1)C1CN(C)CCC1N2C(=O)c1ccccc1NS(=O)(=O)c1ccc(F)cc1 (stereo not drawn)
→ -0.2	-12	-0.87	-9	-15	-3	-8	-5	7
Cc1nn(CCOc2ccccc2)c(=O)n1-c1c(F)cccc1F
→ 0.9	-2[20 µM]	·	-42	-11	10	2	-18	0
Cc1nc(SCCOc2ccccc2F)[nH]c(=O)c1Cc1ccccc1
→ 0.2	-20	0.19	-5	5	4	0	24	-4
O=C(c1ccc(CN2CCc3ccccc3C2)cc1)N1CCN(c2ccccc2)CC1
→ 0.7	-15	-0.85	-12	·	9	4	-2	-4
COC(=O)/C(=N/Nc1ccc(C)cc1)N1CCCc2ccccc21
→ 0.2	-20	-0.28	-3	-2	2	4	12	-8
CC(C)N(CCc1ccncc1)C(=O)Nc1ccc(Cl)c(Cl)c1
→ 0.2	-19	·	-13	-3	15	6	-13	-1
CCn1nc(C)cc1C(=O)Sc1cccc(Br)c1
→ 1.3	-27	-1.3	8	1	5	6	-22	-2
CN(C)/C=C(\C#N)S(=O)(=O)c1ccc(Cl)cc1
→ 1.0	-23	0.015	0	-13	10	0	-24	-1
COc1ccc2c(CSc3nnc(-c4cccnc4)n3-c3ccccc3F)cc(=O)oc2c1
→ -0.5	-24	0.71	-6	7	2	3	-46	-2
Cc1cc(C)c(C#N)c(Sc2nnnn2-c2ccccc2)n1
→ 0.3	-19	-0.39	-11	1	12	4	-8	-1
CCCc1[nH]n(-c2nc3ccccc3s2)c(=O)c1C=NCCN1CCOCC1
→ 0.9	8[20 µM]	-0.62	3	4	7	-21	9	-6
O=C(CNCc1cccnc1)Nc1cc(C(F)(F)F)ccc1N1CCOCC1
→ -0.6	-18	-3.8	1	·	6	3	-22	-2
Cc1cnc([N+](=O)[O-])n1CCOC(=O)NC(=O)c1ccccc1
→ 2.0	-14	0.73	-3	19	6	-2	22	4
CCCc1nc2oc3c(=O)[nH]cnc3c2c2c1COC(C)(C)C2
→ -0.9	-12	0.31	-3	·	1	-3	-41	-11
CC(NC1CCCC1)C(=O)Nc1ccccc1-c1ccccc1 (stereo not drawn)
→ -0.2	-11[20 µM]	0.54	-2	6	13	0	-19	-1
COc1ccc(NC(=O)C(NC(=O)c2ccc(=O)[nH]c2)c2ccc(OC)cc2)cc1 (stereo not drawn)
→ 0.5	-23	0.12	-16	·	10	9	1	-5
CCOC(=O)c1sc(=NC(=O)/C=C/c2ccccc2)n(C)c1C
→ 1.5	-17	-1.5	0	9	4	1	-18	-10
COc1ccc(NC(=S)N2CCCN(Cc3cccc(Cl)c3)C2)cc1
→ 0.7	-28	0.89	-2	19	3	-4	-14	-3
Cc1nc2ccc(NC(=O)c3ccc(Cl)c(NC(=O)c4cccs4)c3)cc2s1
→ -1.1	-14[20 µM]	·	-5	8	6	-1	-157	1
Cc1cc2cc(C)c3nnc(SCC(=O)Nc4ccc(S(=O)(=O)N5CCCCC5C)cc4)n3c2cc1C (stereo not drawn)
→ 0.3	-27	-0.0091	-18	-2	14	11	-69	-5
O=C(NCc1ccccc1C(F)(F)F)C1CC(c2cccc(F)c2)=NO1 (stereo not drawn)
→ ·	-34	-2.7*	4	-2	8	2	-2	-2
O=C(C1CCCN(c2nnc(-n3cccc3)s2)C1)N1CCN(c2ccccc2)CC1 (stereo not drawn)
→ 0.1	-9	-0.19	1	-2	9	0	-8	-1
COc1cccc(C(=O)Nc2ccc(F)cc2F)c1
→ 0.2	-9[20 µM]	·	-6	-3	20	8	-11	4
CC(C)CNC(=O)COc1ncnc2sccc12
→ 0.1	-18	0.85	3	16	4	-2	-20	-3
CCc1nc(SCC(=O)c2c[nH]c3ccccc23)n[nH]1
→ 2.4	-13	0.36	1	-20	4	1	-18	7
O=C(CSc1ccc(-c2cccnc2)nn1)N1CCCC1
→ -0.2	-23	0.058	-1	-2	8	0	20	-4
COc1ccc(N2CCN(C(=O)Cc3ccc(-n4c(=O)[nH]c5ccccc5c4=O)cc3)CC2)cc1
→ 0.1	20[20 µM]	0.28	16	0	13	8	9	16
COc1ccc(C(c2nnnn2C(C)(C)C)N2CCN(c3nc4ccccc4s3)CC2)cc1OC (stereo not drawn)
→ -0.8	-21	0.043	-29	·	9	0	-44	-5
O=C(Nc1ccccc1-c1ccccc1)c1ccc(Br)o1
→ -2.1	-14[20 µM]	·	-3	-7	19	17	17	-6
Cc1cc(Cl)c(S(=O)(=O)NCc2ccccc2)cc1OCC(N)=O
→ 0.9	-13[20 µM]	-1.2	-1	-3	11	0	-25	1
Cc1nn(-c2ccc(F)cc2F)c2c1-c1nc(N3CCCC3)ncc1CC2
→ -1.5	-29	-1.3	-15	1	3	-7	-224	-5
Cc1cccc(OCCNc2cc(N3CCN(CCO)CC3)ccc2[N+](=O)[O-])c1
→ -1.2	-7	-0.8	-8	6	3	-3	10	-5
Cc1ccc(NC(=O)c2cccc(C(=O)OC(C)C)n2)c(Br)c1
→ -0.1	-22	0.038	3	-11	15	2	-15	4
CCCCNC(=O)NCCN1CCOCC1
→ 0.0	-19	0.76	-2	-8	0	-18	4	-7

# Following part
# Order of values – PERK inh	Furin inhibitor	Cl transport mod	hK5 inh	Rad51 HR inh	FXIIa inh	FXIa inh 1536	m-calpain inh	thrombin 1536
Cc1cc(N2CCN(C)CC2)nc2ccc(NC(=S)N3CCCCCC3)cc12
→ 1.4	-16	1.7	1	-1	6	-2	-39	-2
COC(=O)/C=C1\S/C(=N/N=C/c2ccc(Cl)cc2)NC1=O
→ 2.2	-13	-0.012	2	2	6	3	3	-3
O=C(CNC(=O)c1cccc(F)c1)OCC(=O)N1CCN(C(=O)c2ccco2)CC1
→ 1.0	-30	-0.18	-4	24	-2	-4	26	-5
N#C/C(=C\c1cccs1)C(=O)c1ccccc1Cl
→ 0.4	4	-1.1	9	-2	8	-16	-19	-3
CCCCNC(C(=O)Nc1cccc(S(=O)(=O)N2CCOCC2)c1)c1ccccc1 (stereo not drawn)
→ 0.1	-9	0.11	-13	9	5	-8	-1	0

# Already shown: an excerpt of the list.
# Order of values – PERK inh	Furin inhibitor	Cl transport mod	hK5 inh	Rad51 HR inh	FXIIa inh	FXIa inh 1536	m-calpain inh	thrombin 1536
CCCCNC(=O)NCCN1CCOCC1
→ 0.0	-19	0.76	-2	-8	0	-18	4	-7
Cc1cc(N2CCN(C)CC2)nc2ccc(NC(=S)N3CCCCCC3)cc12
→ 1.4	-16	1.7	1	-1	6	-2	-39	-2
COC(=O)/C=C1\S/C(=N/N=C/c2ccc(Cl)cc2)NC1=O
→ 2.2	-13	-0.012	2	2	6	3	3	-3
